Bioassay records from PubChem BioAssay.
TDP1 block = TDP1 (human) enzyme inhibition; Q9NUW8; recombinant TDP1, AlphaScreen DNA substrate cleavage; Potency, µM (top dose mostly 130 µM), without a hit: at the highest dose activity change, negative = inhibition, hits mostly inhibitors; 0.28% of 350,000 active; AID 485290; further: nearly all actives have a fitted effect of over 40% in size
Target sequence (Q9NUW8 whole entry, looked up): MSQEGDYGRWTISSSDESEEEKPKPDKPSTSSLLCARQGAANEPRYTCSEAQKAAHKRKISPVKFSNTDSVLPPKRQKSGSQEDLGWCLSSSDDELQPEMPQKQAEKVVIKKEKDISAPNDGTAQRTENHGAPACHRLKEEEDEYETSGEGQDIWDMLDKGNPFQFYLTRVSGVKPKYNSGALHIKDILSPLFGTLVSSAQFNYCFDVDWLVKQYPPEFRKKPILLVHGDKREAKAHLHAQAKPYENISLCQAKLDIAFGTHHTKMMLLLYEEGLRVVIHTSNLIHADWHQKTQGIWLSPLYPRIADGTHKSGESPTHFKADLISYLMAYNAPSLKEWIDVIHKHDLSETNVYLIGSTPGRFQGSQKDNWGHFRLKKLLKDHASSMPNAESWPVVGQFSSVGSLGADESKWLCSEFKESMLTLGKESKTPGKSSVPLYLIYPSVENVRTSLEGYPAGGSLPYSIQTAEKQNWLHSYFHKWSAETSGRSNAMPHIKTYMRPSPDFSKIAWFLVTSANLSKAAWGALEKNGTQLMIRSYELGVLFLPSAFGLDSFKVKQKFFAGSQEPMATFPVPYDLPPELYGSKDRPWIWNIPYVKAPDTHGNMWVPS
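Signal: AlphaScreen proximity between streptavidin donor and anti-FITC acceptor beads on intact substrate. Reaction: Tdp1 1 nM, substrate 15 nM final, 5 min RT after 15 min compound preincubation.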
DT40 TDP1 no CPT = qHTS for Inhibitors of human tyrosyl-DNA phosphodiesterase 1 (TDP1): qHTS in cells in absence of CPT; DT40 Tdp1-/- hTDP1 cells, no CPT, ATP luminescence, 48 h; Potency, µM (top dose mostly 46.2 µM), inactives show at the highest dose activity change, negative = growth inhibition, actives largely listed as inhibitors; 15% of 420,000 active; AID 686978, 2013; further: nearly all actives have a fitted effect of over 55% in size
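A cellular qHTS used chicken DT40 cells lacking endogenous Tdp1 but carrying stably transfected human TDP1. Compounds were applied without camptothecin, and cell growth kinetics were judged by ATP-dependent luminescence after ≥48 hr.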
TDP1 cell CPT = DT40-hTDP1 cell growth loss with CPT. Potency, µM (top dose mostly 46.2 µM), for inactives: at the top dose activity change, negative = growth inhibition, most hits filed as inhibitors. chicken DT40 Tdp1-/-;hTDP1 cells + 20 nM CPT, ATP luminescence, 48 h. 12% of 420,000 active; further: nearly all actives have a fitted effect of over 55% in size
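Cell growth measured by CellTiter-Glo luminescence after a minimum 48 h, 37 C compound exposure with 20 nM CPT in Tdp1-knockout DT40 cells stably expressing hTDP1, seeded 400/well; qHTS titration format.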
Numbers without * were called inactive; ? = inconclusive; / = not tested or not shown; [ ] = dose if it differs, or a comment. The call rests on the fitted dose curve; in most records, active means well fitted curve in the direction sought with a large enough effect; inconclusive means small, poorly fitted or top-dose-only effect, or another doubt; inactive means no such curve, though single readings can be large; an effect the other way counts as inactive or inconclusive. On the % scale 0 is the no-effect control and ±100 the full control effect; potency means the concentration at half of the fitted maximal effect.

SMILES | TDP1 block | DT40 TDP1 no CPT | TDP1 cell CPT
CC(C)N1CCC1(C)C(=O)Nc1ccc2scnc2c1 (centres undefined) | / | -12% | 6%
COc1ccc(S(=O)(=O)N2CCN(C(=O)c3cc(-c4ccc(C)cc4)n[nH]3)CC2)cc1 | / | ? | 26µM*
CCOC(=O)CNc1c(-c2ccc(Cl)cc2)nc2cnccn12 | -9% | -5% | 6%
Oc1ccc(C[C@H]2CNC(=S)N2CC2CCCN2C[C@H](Cc2ccc(O)cc2)N2C[C@H](Cc3ccccc3)N(CC3CCCCCC3)C2=S)cc1 (some centres undefined) | / | 4.1µM* | 10µM*
O=C(COC(=O)c1ncc(Cl)c(Cl)c1Cl)NC1CCS(=O)(=O)C1 (centres undefined) | / | 1% | -5%
COC(=O)CSc1n[nH]c(-c2ccncc2)n1 | 3% | -11% | -17%
CCOC(=O)c1noc(C)c1C(=O)Nc1cccc(F)c1 | 6% | -16% | -4%
Cc1cc(O)c(C(=O)/C=C/c2ccccc2O)c(=O)o1 | / | 29µM* | 23µM*
CC(=O)OCC(=O)[C@@]12OC(C)(C)OC1CC1C3CC(F)C4=CC(=O)C=C[C@@]4(C)[C@@]3(F)C(O)C[C@]12C (some centres undefined) | 2% | -1% | 8%
O=S1(=O)N=C(N/N=C/c2ccc(Br)o2)c2ccccc21 | 7% | -6% | -4%
O=C(Nc1cccc(Cl)c1)c1nc[nH]c1C(=O)N1CCc2ccccc2C1 | 1% | ? | 0%
COc1cc(/C=C2/NC(=O)NC2=O)ccc1OCC(=O)Nc1ccc(F)cc1 | 2% | -5% | 3%
CNC(=S)NCCc1ccc(OC)cc1 | -4% | -3% | 10%
COc1ccccc1NC(=O)CN1C(=O)C2(SCC(=O)N2c2ccc(F)c(F)c2)c2ccccc21 (centres undefined) | 5% | ? | ?
CCOc1cc(C)c(S(=O)(=O)N2CCCC2)cc1C | -8% | ? | -9%
CCCn1c(N)c(C(=O)CSc2nc3ccccc3c(=O)n2-c2ccc(OC)cc2)c(=O)[nH]c1=O | 0% | ? | 2%
O=S(=O)(Nc1cccc(S(=O)(=O)N2CCCC2)c1)c1ccc(Br)cc1 | / | -29% | -17%
COc1ccc(CNC(=O)c2ccc(-c3nc(CS(=O)c4ccc(C)cc4)c(C)o3)cc2)cc1 (centres undefined) | 0% | ? | ?
Cc1ccc(Nc2nnc(SCC(=O)NCC3CCCO3)s2)cc1C (centres undefined) | -1% | -26% | ?
O=c1c(Br)c(N2CCCCC2)cnn1-c1ccccc1 | -3% | 1% | 2%
COc1cc(OC)cc(-c2c(Sc3ccccc3)c3cc(-c4ccc(OC)nc4)ccc3n2C)c1 | / | ? | -24%
Cc1ccc(Cl)cc1NC(=O)N(C)CCO | 0% | -17% | -1%
CCCn1c(SCC(=O)Nc2nnc(CC)s2)nnc1-c1ccncc1 | 0% | -6% | -6%
CC(C)C(C(=O)Nc1ccc(S(N)(=O)=O)cc1)N1C(=O)c2ccccc2C1=O (centres undefined) | 5% | -5% | 16%
Cn1c(=N)n(CC(=O)c2ccc(Cl)c(Cl)c2)c2ccccc21 | / | 16µM* | 13µM*
Cc1nc(NC(=O)c2ccncc2)sc1C(=O)N(C)C | 4%[56.1 µM] | 3% | 2%
Cc1cccc(CNC(=O)CN2C(=O)C3CCCCN3c3ccc(C(=O)N4CCCC4)cc32)c1 (centres undefined) | 5% | ? | ?
COc1ccc(Oc2nc3ccccc3n3cccc23)cc1 | 0% | ? | 12%
Cc1cccc(CNC(=O)c2ccccc2N)c1 | 0% | -2% | -5%
O=c1c2c(-c3cccc([N+](=O)[O-])c3)ccnc2[nH]n1-c1ccccc1 | / | 4% | -7%

Some of the entries above in a different format.
COc1ccc(Oc2nc3ccccc3n3cccc23)cc1
  TDP1 block: 0%
  DT40 TDP1 no CPT: ?
  TDP1 cell CPT: 12%
Cc1cccc(CNC(=O)c2ccccc2N)c1
  TDP1 block: 0%
  DT40 TDP1 no CPT: -2%
  TDP1 cell CPT: -5%

New compounds follow.
SMILES | TDP1 block | DT40 TDP1 no CPT | TDP1 cell CPT
O=C(CN1C(=O)NC2(CCCCCCC2)C1=O)NC1CCCc2ccccc21 (centres undefined) | 0% | -22% | -12%
Cc1cc(OCc2nnc(SCC(=O)OC3CCCCC3)o2)ccc1Cl | -2% | 2% | -2%
Cc1cc(/C([O-])=C(/C(=S)Nc2ccc(F)cc2)[n+]2ccccc2)c(C)n1Cc1ccccc1Cl | 8% | 23µM* | 21µM*
O=C(Nc1ccccc1)N1CC=C(c2ccc(F)cc2)CC1 | -6% | 13µM* | ?
COc1ccccc1C(O)Cc1nc2ccccc2n1C (centres undefined) | 0% | -12% | -5%
Cc1ccc(S(=O)(=O)c2c(C)nn(-c3ccccc3)c2OC(=O)c2ccccc2F)cc1 | -2% | ? | -15%
CN(Cc1ccc(F)cc1)C(=O)C(c1ccccc1)c1ccccc1 | / | ? | -27%
O=C1NNC(c2ccccc2)=N/C1=C\c1ccco1 | 9% | ? | -27%
O=C(c1ccc2c3c(cccc13)CC2)C1CCCN(C(=O)c2cccnc2)C1 (centres undefined) | 3% | 21µM* | 12µM*
CC1(C(=O)NS(=O)(=O)Cc2ccccc2C(F)(F)F)CCN1C(=O)c1cccc(F)c1 (centres undefined) | / | 0% | 5%
CCOc1ccc(NC(=NCc2ccc3c(c2)OCO3)SC2CC(=O)N(c3ccc(OCC)cc3)C2=O)cc1 (centres undefined) | -1% | -28% | ?
Cc1ccc(OCC(=O)NNC(=O)Nc2ccc(Cl)cc2)c(Br)c1 | / | -23% | -23%
COc1ccccc1CN(CC(=O)NCc1ccc2c(c1)OCO2)C(=O)c1csnn1 | -12% | -20% | -7%
CCN1C(=O)[C@H]2[C@@H](c3ccccc3)N[C@]3(CCCN(Cc4ccc(C)cc4)C3=O)[C@H]2C1=O | / | -5% | -10%
Cc1ccc(C(=O)N2CCN(C(=O)c3ccc(C)cc3)C2)cc1 | -3% | ? | 4%

Seven successive entries already listed, for reference:
SMILES | TDP1 block | DT40 TDP1 no CPT | TDP1 cell CPT
O=C(Nc1ccccc1)N1CC=C(c2ccc(F)cc2)CC1 | -6% | 13µM* | ?
COc1ccccc1C(O)Cc1nc2ccccc2n1C (centres undefined) | 0% | -12% | -5%
Cc1ccc(S(=O)(=O)c2c(C)nn(-c3ccccc3)c2OC(=O)c2ccccc2F)cc1 | -2% | ? | -15%
CN(Cc1ccc(F)cc1)C(=O)C(c1ccccc1)c1ccccc1 | / | ? | -27%
O=C1NNC(c2ccccc2)=N/C1=C\c1ccco1 | 9% | ? | -27%
O=C(c1ccc2c3c(cccc13)CC2)C1CCCN(C(=O)c2cccnc2)C1 (centres undefined) | 3% | 21µM* | 12µM*
CC1(C(=O)NS(=O)(=O)Cc2ccccc2C(F)(F)F)CCN1C(=O)c1cccc(F)c1 (centres undefined) | / | 0% | 5%

Going on with the list.
SMILES | TDP1 block | DT40 TDP1 no CPT | TDP1 cell CPT
Cc1nnc(SCC(=O)NCc2ccccc2)n1-c1ccccc1 | 7% | -11% | -9%
C/C(=N\NC(=O)c1ccc(CSc2nc(C)cc(C)n2)cc1)c1ccco1 | 8% | -24% | 3%
CCOC(=O)N1CCC(NC(=O)c2ccc3c(c2)ncn3C2CCCC2)CC1 | 1% | ? | ?
CC1=CC=CC2=NC(=O)CC(C)(C(=O)N(CC(=O)NC3CCCC3)c3ccc(F)cc3)N12 (centres undefined) | / | 5% | 14%
CSc1ccc(CN(C)C(=O)c2ccc(S(=O)(=O)Nc3c(C)n(C)n(-c4ccccc4)c3=O)cc2)cc1 | / | -12% | ?
COc1ccc(/C(O)=C2/C(=O)C(=O)N(CCN(C)C)C2c2ccccc2)cc1Cl (centres undefined) | -1% | -10% | 0%
CC(=O)N/C(=C/c1ccc2c(c1)OCO2)C(=O)O | 4% | 19% | 20%
Cc1c(Cl)cccc1NC(=O)CCOc1ccccc1 | 0%[12.3 µM] | ? | ?
COc1ccc(N2CCN(C(c3nnnn3CCc3ccccc3)C(C)C)CC2)cc1 (centres undefined) | 3% | 18µM* | 13µM*
Cc1ccc(S(=O)(=O)N(CC(=O)NCc2cccnc2)C2CCCCC2)cc1 | 0% | ? | -12%
CCN(CC)CCN(C(=O)CN1C(=O)CCC1=O)c1nc2cc3c(cc2s1)OCO3 | 3% | -17% | -16%
OCCN1CCN(CCO)C1=S | / | -13% | 6%
OCCCNC(=S)NC1CCCC1 | 0% | 10% | 13%
CSc1ccc(CN(C)C(=O)CNC(=O)CNS(=O)(=O)c2ccc(C)c(C)c2)cc1 | 8% | ? | ?
Cc1ccc(CNC(=O)Cc2ccc(NC3=NC4CS(=O)(=O)CC4S3)cc2)cc1 (centres undefined) | / | 7% | -4%
Cc1ccc(CNC(=O)CCNS(=O)(=O)c2ccc(Br)s2)cc1 | 2% | -15% | 0%
C=C1C(=O)[C@]23C[C@H]1CCC2[C@@]1(C)C(C[C@@H]3O)[C@](C)(C(=O)O)CC[C@@H]1O (some centres undefined) | / | 6.5µM* | 1.8µM*
CCOC(=O)c1c(C)c(C(=O)NCCc2ccc(OC)cc2)c(C)n1C | -3% | -16% | 12%
CC(C)(C)c1ccc(C(=O)NNC(=S)NCC2CCCO2)cc1 (centres undefined) | 7% | ? | ?
CCc1ccc(NC(=O)CC(c2cc(OC)c(OC)c(OC)c2)N2Cc3ccccc3C2=O)cc1 (centres undefined) | 6% | -4% | ?
CN(C)C(CNC(=O)CSc1nc2ccccc2c(=O)n1Cc1ccco1)c1ccccc1 (centres undefined) | / | -15% | 0%
CC(=O)Nc1nnc(-c2c(-c3c(Cl)cccc3Cl)noc2C)o1 | -6% | -9% | 19%
Cc1cc(C(=O)N2CCCC(C(=O)c3cc(F)ccc3F)C2)c(C)o1 (centres undefined) | 0% | 18µM* | ?
Cc1ccc(/C=C/C(=O)N2CCCC(C(N)=O)C2)o1 (centres undefined) | 0% | 10% | -1%
CCOC(=O)N1CCN(CCC(=O)Nc2ccc(F)c(F)c2)CC1 | / | -15% | 13%
O=C(Cn1ncc2ccccc21)N1CCc2ccccc21 | -3% | -13% | -25%
CCOC(=O)c1c(C)[nH]c(C)c1S(=O)(=O)N1CCCC(C(=O)Nc2cccc(C)n2)C1 (centres undefined) | 5% | -6% | -25%
CCN(Cc1ccccc1)C(=O)C1CCN(S(=O)(=O)c2ccc3c(c2)CCCN3C(C)=O)CC1 | -2% | ? | ?
Cc1ccc(S(=O)(=O)N2CCC(=O)N([C@H](COCc3cccc(C)c3)C(C)C)CC2)cc1 | / | ? | ?
CCCCCCC[n+]1c(/C=C/c2ccc(N(C)C)cc2)sc2ccccc21 | / | 0.28µM* | 0.16µM*
CC(Sc1nnc(COc2ccccc2)n1-c1ccccc1)C(=O)O (centres undefined) | / | -5% | -7%
Cc1cc(-c2nc3ncccc3o2)ccc1NC(=O)COc1ccc(C(C)(C)C)cc1 | -1% | 16µM* | 18µM*
C/C=C/Cn1cccc(C(=O)Nc2ccc(OC)cc2)c1=O | 0% | -3% | 5%
Cc1ccccc1OCC(=O)N(CC(C)C)c1c(N)n(CC(C)C)c(=O)[nH]c1=O | 0% | -13% | 5%
Cc1ccc(C)c(NC(=O)c2cc[n+](C)cc2)c1 | 0% | 4% | 11%
Cn1cnc2nc(Cl)nc(Cl)c21 | / | 1.2µM* | 1.6µM*
CN1CCCN(C(=O)/C=C/c2ccc(Cl)cc2Cl)CC1 | 5% | ? | ?
CCc1ccccc1NC(=S)N1CCN(c2ccccn2)CC1 | 6% | -10% | 1%
CC(=O)Nc1ccc(S(=O)(=O)N2CCC(C(=O)NCc3ccco3)CC2)cc1 | 3% | 12% | -10%
CS(=O)(=O)N1CCN(c2cccc(Cl)n2)CC1 | 3% | -13% | 8%
COc1cccc(CN(C)C(=O)c2cc(COc3ccc(-n4cncn4)cc3)on2)c1 | 5% | 18µM* | 21µM*
COc1cc(NC(=O)C2CC(c3cccc(Br)c3)=NO2)cc(OC)c1OC (centres undefined) | / | ? | ?
